From PubChem BioAssay
eLon inh = inhibitors of E. coli Lon protease; P0A9M0; purified E. coli Lon protease, fluorescence polarization; inhibition, % at 7.94 µM; hit rate 0.42% among 360,000; in the data active = inhibition above about 13%, passing the limit was not always enough;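 also: 0% = enzyme with probe and DMSO and 100% = no enzyme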
FAS TE block = FAS thioesterase (human) inhibition; P49327; recombinant FAS-TE, OMFH fluorogenic substrate, fluorescence endpoint; inhibition, % at 15 µM; hit rate 0.67% among 360,000; AID 602261;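 active = compounds whose normalised, plate-corrected inhibition of enzyme fluorescence in the single-dose primary screen is 50% or more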;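 also: 0% = DMSO with enzyme and 100% = substrate without enzyme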
TbMetRS inhib = Trypanosoma brucei MetRS inhibition; purified T. brucei MetRS, ATP depletion, Kinase-Glo luminescence; inhibition, % at 11.9 µM; hit rate 0.4% among 360,000; AID 624268;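 active = inhibition above a per-plate cutoff of the control wells' mean inhibition plus 3 SD, cut at about 5.5% in these data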;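 also: 0% = DMSO wells median and 100% = median of wells with control inhibitor compound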
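Test system – parasite MetRS enzyme · Reagent – substrates ATP, L-methionine and bulk Escherichia coli tRNA · Doses – 11.9 µM compound single dose, 0.9% DMSO · Times – 15 min enzyme-compound preincubation, 2 h reaction, 10 min detection, 25 °C · Signal – Kinase-Glo luminescence, ATP depletion format · Controls – DMSO-only wells as low control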
MT1-MMP act inh = MT1-MMP (human) activation inhibition; GFP/RFP ratio change, % at 20 µM; hit rate 0.061% among 360,000; HT1080 RFP-PRO-GFP cells, GFP/RFP ratio fluorescence, overnight; percent of plate control window, DMSO zero;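 active = GFP/RFP ratio change of at least 30% with cell ATP level not reduced by more than half and red fluorescence within 50% of control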; also: strong numbers were not always called active
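Assay system: HT1080 RFP-PRO-GFP cells. Benchmarks: DMSO vehicle wells and RFP-L50D-GFP reporter cell wells. Times: overnight cell settling, then overnight compound exposure, 37 °C, 5% CO2. Compound: 20 µM single dose, 1% DMSO. Read-out basis: GFP/RFP fluorescence ratio.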
NRP1-CendR mod = modulators of CendR peptide binding to human neuropilin-1 | AID 602438 | FAM-RPARPAR peptide binding to NRP-1, fluorescence polarization | inhibition, % at 25 µM | O14786 | hit rate 0.85% among 360,000;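 active = inhibition or corrected inhibition above about 18%, plus a signal ratio from 0.5 to 1.5, limit read from the data, passing the limit was not always enough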; also: strong numbers were not always called active
MsrA inhibitor = bovine MsrA inhibition. inhibition, % at 15.5 µM. hit rate 0.75% among 360,000. purified bovine MsrA, absorbance read-out; in the data active = inhibition above about 4.5%;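 also: 0% = vehicle wells with enzyme and 100% = reference inhibitor wells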
SKN-1 inh = C. elegans SKN-1 inhibition; hit rate 0.49% among 360,000; inhibition, % at 21.8 µM; AID 624304; C. elegans VP596 Pgst-4::GFP/RFP ratio, acrylamide-induced, 24 h;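 active = interference check ratio from 0.5 to 1.5 plus GFP to RFP signal ratio inhibition reaching or exceeding a fixed threshold, cut at about 30% in these data, passing the limit was not always enough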; also: some compounds called inactive have numbers as strong as hits
MsrA act = activators of bovine methionine sulfoxide reductase A; purified bovine MsrA, absorbance read-out; activation, % at 10.6 µM; hit rate 0.3% among 360,000; in the data active = activation above about 7.5%;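 also: 0% = vehicle and 100% = reference activator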
MLLE-PAM2 inh = inhibitors of microRNA-mediated deadenylation, human PABP1 MLLE binding; hit rate 0.36% among 360,000; GST-MLLE / FITC-PAM2 fluorescence polarization; AID 588489; inhibition, % at 20 µM; in the data active = inhibition above about 35%, passing the limit was not always enough;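 also: plate controls were DMSO wells with GST-MLLE for no effect and wells lacking GST-MLLE protein for full effect; some results filed as inactive read as strong as hits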
Target sequence (P11940 whole entry, looked up): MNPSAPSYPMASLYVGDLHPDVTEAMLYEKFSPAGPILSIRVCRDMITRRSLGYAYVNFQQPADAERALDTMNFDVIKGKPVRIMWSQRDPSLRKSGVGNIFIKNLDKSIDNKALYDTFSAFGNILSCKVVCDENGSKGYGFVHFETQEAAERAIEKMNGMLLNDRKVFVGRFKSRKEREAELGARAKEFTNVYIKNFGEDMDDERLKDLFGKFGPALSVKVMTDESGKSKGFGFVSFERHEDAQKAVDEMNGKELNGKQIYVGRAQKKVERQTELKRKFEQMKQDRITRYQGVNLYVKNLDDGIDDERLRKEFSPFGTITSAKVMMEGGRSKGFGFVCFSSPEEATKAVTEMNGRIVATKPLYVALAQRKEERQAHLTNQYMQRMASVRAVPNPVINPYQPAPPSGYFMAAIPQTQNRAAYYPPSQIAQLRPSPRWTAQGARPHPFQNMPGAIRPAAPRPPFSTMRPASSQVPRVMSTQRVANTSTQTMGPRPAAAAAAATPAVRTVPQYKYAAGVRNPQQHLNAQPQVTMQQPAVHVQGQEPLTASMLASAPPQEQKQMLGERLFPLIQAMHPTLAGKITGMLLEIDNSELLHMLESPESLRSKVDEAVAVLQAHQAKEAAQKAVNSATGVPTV
Active calls of the source: *.

Results for COc1ccccc1-c1cc2nc(NCc3cccc(Cl)c3)ccn2n1 ?
eLon inh: 19*; FAS TE block: 29; TbMetRS inhib: 1.6; MT1-MMP act inh: 1; NRP1-CendR mod: -13; MsrA inhibitor: 0.6; SKN-1 inh: 26; MsrA act: 0; MLLE-PAM2 inh: 10

How did COc1cccc(/C=N/NC(=O)c2ccc(N3CCCC3=O)cc2)c1 do in these assays?
eLon inh: 5; FAS TE block: -6; TbMetRS inhib: 0.0; MT1-MMP act inh: -4; NRP1-CendR mod: 11; MsrA inhibitor: 2.8; SKN-1 inh: 2; MsrA act: -4; MLLE-PAM2 inh: 5

What do the screens show for `COc1ccc2c(c1)c(/C=C/c1cc[n+](C)cc1)cn2C`?
eLon inh: -305; FAS TE block: -7; TbMetRS inhib: -0.3; MT1-MMP act inh: -84; NRP1-CendR mod: 135; MsrA inhibitor: 0.0; SKN-1 inh: 22; MsrA act: 0; MLLE-PAM2 inh: -123

What do the screens show for `O=C(CSc1nc2ccccc2n1CC(=O)N1CCCC1)Nc1nccs1`?
eLon inh: 5; FAS TE block: -1; TbMetRS inhib: -0.2; MT1-MMP act inh: -3; NRP1-CendR mod: 1; MsrA inhibitor: 0.7; SKN-1 inh: -1; MsrA act: 3; MLLE-PAM2 inh: -10

What do the screens show for `Cc1ccc(-n2c(C)cc(C(=S)N3CCOCC3)c2C)cc1C`?
eLon inh: 1; FAS TE block: -1; TbMetRS inhib: -0.8; MT1-MMP act inh: -2; NRP1-CendR mod: -13; MsrA inhibitor: -1.0; SKN-1 inh: 6; MsrA act: -8; MLLE-PAM2 inh: 36

What do the screens show for `N#Cc1cccc(NC(=O)c2ccccc2C(=O)O)c1`?
eLon inh: -18; FAS TE block: -3; TbMetRS inhib: -0.5; MT1-MMP act inh: 7; NRP1-CendR mod: 3; MsrA inhibitor: -0.5; SKN-1 inh: 7; MsrA act: -3; MLLE-PAM2 inh: 5

How did CC(C)C(NC(=O)c1ccc(C(C)(C)C)cc1)C(=O)NCc1ccccn1 (stereo unspecified) do in these assays?
eLon inh: -10; FAS TE block: 2; TbMetRS inhib: -0.7; MT1-MMP act inh: 0; NRP1-CendR mod: 10; MsrA inhibitor: 0.3; SKN-1 inh: -21; MsrA act: -7; MLLE-PAM2 inh: 5

How did COc1ccc(NC(=O)CN2C(=O)NC3(CCCCCC3)C2=O)cc1Cl do in these assays?
eLon inh: 7; FAS TE block: 6; TbMetRS inhib: -0.3; MT1-MMP act inh: 4; NRP1-CendR mod: 4; MsrA inhibitor: -0.2; SKN-1 inh: 0; MsrA act: -8; MLLE-PAM2 inh: -14

How did C#CCNC(=O)C1=C[C@H](c2ccccc2)[C@@H](CCCO)[C@H](OCC)O1 do in these assays?
eLon inh: 4; FAS TE block: -8; TbMetRS inhib: -0.1; MT1-MMP act inh: 3; NRP1-CendR mod: -10; MsrA inhibitor: -0.2; SKN-1 inh: 10; MsrA act: -3; MLLE-PAM2 inh: 6

Results for Cc1ccc2c(c1)CCCN2C(=O)c1ccc2c(c1)OCO2 ?
eLon inh: -12; FAS TE block: 0; TbMetRS inhib: -0.7; MT1-MMP act inh: 0; NRP1-CendR mod: 4; MsrA inhibitor: -0.8; SKN-1 inh: -9; MsrA act: -3; MLLE-PAM2 inh: -3

Results for Clc1ccc(-n2ncc3c(N4CCCC4)ncnc32)cc1 ?
eLon inh: -9; FAS TE block: -10; TbMetRS inhib: -1.3; MT1-MMP act inh: 4; NRP1-CendR mod: 1; MsrA inhibitor: 0.1; SKN-1 inh: 9; MsrA act: -7; MLLE-PAM2 inh: 14

Results for NC(COCc1ccccc1)c1csc(Nc2nncc3ccccc23)n1 (stereo unspecified) ?
eLon inh: -10; FAS TE block: -17; TbMetRS inhib: -0.2; MT1-MMP act inh: -2; NRP1-CendR mod: -16; MsrA inhibitor: 1.1; SKN-1 inh: 1; MsrA act: -3; MLLE-PAM2 inh: -32

How did CCCN1C(=O)/C(=C/c2nc3ccccc3c(=O)[nH]2)c2ccccc21 do in these assays?
eLon inh: -10; FAS TE block: -11; TbMetRS inhib: -0.5; MT1-MMP act inh: 5; NRP1-CendR mod: -10; MsrA inhibitor: -1.0; SKN-1 inh: 7; MsrA act: -4; MLLE-PAM2 inh: -5

How did CC(=O)N1c2cc3ccccc3cc2N(C(C)=O)c2cc3ccccc3cc21 do in these assays?
eLon inh: 2; FAS TE block: 10; TbMetRS inhib: -0.4; MT1-MMP act inh: -1; NRP1-CendR mod: 15; MsrA inhibitor: 2.1; SKN-1 inh: -2; MsrA act: -4; MLLE-PAM2 inh: -7

How did COc1ccc(CNS(=O)(=O)c2cc3c4c(c2)C(C)C(=O)N4CCC3)cc1 (stereo unspecified) do in these assays?
eLon inh: -13; FAS TE block: -5; TbMetRS inhib: 0.6; MT1-MMP act inh: 2; NRP1-CendR mod: -5; MsrA inhibitor: 0.2; SKN-1 inh: 9; MsrA act: -3; MLLE-PAM2 inh: 2

What do the screens show for `Cc1cc(C)c(NS(=O)(=O)c2ccc(NC(=O)c3cccs3)cc2)c(C)c1`?
eLon inh: -3; FAS TE block: 3; TbMetRS inhib: 0.5; MT1-MMP act inh: 0; NRP1-CendR mod: -10; MsrA inhibitor: 1.5; SKN-1 inh: 6; MsrA act: -3; MLLE-PAM2 inh: -11

What do the screens show for `CC1(C(=O)NS(=O)(=O)c2cccc(OC(F)F)c2)CCN1C(=O)CC1CCCC1` (stereo unspecified)?
eLon inh: -10; FAS TE block: -6; TbMetRS inhib: 0.1; MT1-MMP act inh: -1; NRP1-CendR mod: -9; MsrA inhibitor: 0.9; SKN-1 inh: 18; MsrA act: -1; MLLE-PAM2 inh: 5

What do the screens show for `CCCCNC(=O)C[C@@H]1C[C@@]2(C(=O)OC)CC(C)(C)CC=C2N(Cc2ccccc2)C1=O`?
TbMetRS inhib: 0.0; MT1-MMP act inh: 3; NRP1-CendR mod: -1; MsrA inhibitor: -0.5; SKN-1 inh: 5

What do the screens show for `CC1CCN(S(=O)(=O)c2ccccc2[N+](=O)[O-])CC1`?
eLon inh: 4; FAS TE block: -1; TbMetRS inhib: -1.4; MT1-MMP act inh: 2; NRP1-CendR mod: -8; MsrA inhibitor: -0.6; SKN-1 inh: -1; MsrA act: -7; MLLE-PAM2 inh: -5

How did Cc1ncccc1C(=O)N1CCCC(CNC(=O)c2ccc(-c3ccccc3)cc2)C1 (stereo unspecified) do in these assays?
eLon inh: 6; FAS TE block: -2; TbMetRS inhib: -0.6; MT1-MMP act inh: 8; NRP1-CendR mod: -6; MsrA inhibitor: -0.5; SKN-1 inh: 12; MsrA act: -6; MLLE-PAM2 inh: -1

Results for CC(C)(C)C(=O)[C@@H]1[C@@H]2C(=O)N(C3CCCCC3)C(=O)[C@@H]2[C@H]2c3ccccc3C=CN12 ?
eLon inh: 0; FAS TE block: 2; TbMetRS inhib: -1.1; MT1-MMP act inh: -18; NRP1-CendR mod: -1; MsrA inhibitor: -0.8; SKN-1 inh: 3; MsrA act: -4; MLLE-PAM2 inh: 15

Results for CC(NC(=O)CN1C(=O)COc2ccccc21)c1ccccc1 (stereo unspecified) ?
eLon inh: 0; FAS TE block: -4; TbMetRS inhib: -0.2; MT1-MMP act inh: 2; NRP1-CendR mod: 13; MsrA inhibitor: 0.7; SKN-1 inh: 5; MsrA act: -1; MLLE-PAM2 inh: 14

What do the screens show for `Cc1ccc2[nH]c(=O)c(CNS(=O)(=O)c3ccccc3)c(-c3ccccc3)c2c1`?
eLon inh: 1; FAS TE block: 4; TbMetRS inhib: 0.0; MT1-MMP act inh: -4; NRP1-CendR mod: 0; MsrA inhibitor: 1.2; SKN-1 inh: -2; MsrA act: -2; MLLE-PAM2 inh: -1

How did COc1ccnc(NCc2ccc(Cl)cc2)c1C#N do in these assays?
eLon inh: -1; FAS TE block: 2; TbMetRS inhib: -0.7; MT1-MMP act inh: -4; NRP1-CendR mod: 1; MsrA inhibitor: 0.4; SKN-1 inh: 3; MsrA act: -6; MLLE-PAM2 inh: -8

What do the screens show for `O=C(Nc1ccc(N2CCN(C(=O)c3ccccc3)CC2)cc1)c1ccc(Br)o1`?
eLon inh: 0; FAS TE block: -4; TbMetRS inhib: 0.4; MT1-MMP act inh: 0; NRP1-CendR mod: 7; MsrA inhibitor: 1.3; SKN-1 inh: 14; MsrA act: 1; MLLE-PAM2 inh: -9

How did CN(C)C(=O)c1ccc(NC(=O)COc2ccc([N+](=O)[O-])cc2)cc1 do in these assays?
eLon inh: 4; FAS TE block: 1; TbMetRS inhib: 0.5; MT1-MMP act inh: 0; NRP1-CendR mod: -1; MsrA inhibitor: 0.4; SKN-1 inh: -15; MsrA act: -2; MLLE-PAM2 inh: -8

How did CSc1ccc(CN2CCC(C)(Oc3ccc(C(C)=O)cc3)C2)cc1 (stereo unspecified) do in these assays?
eLon inh: -1; FAS TE block: 2; TbMetRS inhib: 0.4; MT1-MMP act inh: -3; NRP1-CendR mod: 1; MsrA inhibitor: -0.2; SKN-1 inh: 0; MsrA act: -3; MLLE-PAM2 inh: 10

Results for O=C(Nc1cccc([N+](=O)[O-])c1)c1cc(S(=O)(=O)N2CCOCC2)cs1 ?
eLon inh: -4; FAS TE block: 11; TbMetRS inhib: 0.1; MT1-MMP act inh: 6; NRP1-CendR mod: 4; MsrA inhibitor: 1.1; SKN-1 inh: -8; MsrA act: -3; MLLE-PAM2 inh: -12

Results for COc1cc2c(cc1OC)C(c1cc3ccc(C)cc3[nH]c1=O)N(C(=O)c1ccco1)CC2 (stereo unspecified) ?
eLon inh: -9; FAS TE block: 0; TbMetRS inhib: 0.0; MT1-MMP act inh: -3; NRP1-CendR mod: -1; MsrA inhibitor: 0.9; SKN-1 inh: 0; MsrA act: 0; MLLE-PAM2 inh: -20

Random excerpt: four records from the list.
How did CCCN1C(=O)/C(=C/c2nc3ccccc3c(=O)[nH]2)c2ccccc21 do in these assays?
eLon inh: -10; FAS TE block: -11; TbMetRS inhib: -0.5; MT1-MMP act inh: 5; NRP1-CendR mod: -10; MsrA inhibitor: -1.0; SKN-1 inh: 7; MsrA act: -4; MLLE-PAM2 inh: -5

How did COc1cccc(/C=N/NC(=O)c2ccc(N3CCCC3=O)cc2)c1 do in these assays?
eLon inh: 5; FAS TE block: -6; TbMetRS inhib: 0.0; MT1-MMP act inh: -4; NRP1-CendR mod: 11; MsrA inhibitor: 2.8; SKN-1 inh: 2; MsrA act: -4; MLLE-PAM2 inh: 5

What do the screens show for `N#Cc1cccc(NC(=O)c2ccccc2C(=O)O)c1`?
eLon inh: -18; FAS TE block: -3; TbMetRS inhib: -0.5; MT1-MMP act inh: 7; NRP1-CendR mod: 3; MsrA inhibitor: -0.5; SKN-1 inh: 7; MsrA act: -3; MLLE-PAM2 inh: 5

How did Cc1ncccc1C(=O)N1CCCC(CNC(=O)c2ccc(-c3ccccc3)cc2)C1 (stereo unspecified) do in these assays?
eLon inh: 6; FAS TE block: -2; TbMetRS inhib: -0.6; MT1-MMP act inh: 8; NRP1-CendR mod: -6; MsrA inhibitor: -0.5; SKN-1 inh: 12; MsrA act: -6; MLLE-PAM2 inh: -1
